# Assay outcomes: PubChem, Broad Institute
# EWS-Fli block: blocks EWS/Fli oncoprotein-driven transcription | A673 NR0B1-luciferase reporter, viability-normalised | inhibition, % at 12.6 µM | actives 0.67% (n = 350,000);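 active = mean inhibition of at least 50% after viability correction, with every replicate also passing that limit; inconclusive = mean reaches 50% but only one of two replicates passes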;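 note: firefly luciferase signal divided by Alamar Blue viability fluorescence both relative to DMSO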
# PAX8 reporter: inhibitors of PAX8 transcriptional activity in RMG-I cells | RMG-I TPO-luciferase reporter, SteadyGlo, 24 h | inhibition, % at 12.6 µM | actives 1.2% (n = 360,000) | AID 652154;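 active = mean replicate inhibition at least 60% with every replicate also reaching 60%; inconclusive = only one of the two criteria is met; inactive = mean below 60% and not all replicates reaching 60%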;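 note: luciferase light reporting Pax8 driven TPO promoter activity; plate controls were median of neutral control wells for no effect and mitoxantrone controls for full effect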
# ERAP1 inh: blocks human ERAP1 aminopeptidase activity | Q9NZ08 | recombinant ERAP1, Leu-AMC fluorescence, 60 min | inhibition, % at 10.7 µM | actives 0.15% (n = 340,000) | AID 652197;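 active = mean replicate inhibition of at least 30%, or all replicates individually reaching that 30% level; inactive = mean below 30% and not every replicate reaching it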;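 note: 0% = neutral control wells and 100% = L-leucinethiol positive control wells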
# Target sequence (Q9NZ08 whole entry, looked up): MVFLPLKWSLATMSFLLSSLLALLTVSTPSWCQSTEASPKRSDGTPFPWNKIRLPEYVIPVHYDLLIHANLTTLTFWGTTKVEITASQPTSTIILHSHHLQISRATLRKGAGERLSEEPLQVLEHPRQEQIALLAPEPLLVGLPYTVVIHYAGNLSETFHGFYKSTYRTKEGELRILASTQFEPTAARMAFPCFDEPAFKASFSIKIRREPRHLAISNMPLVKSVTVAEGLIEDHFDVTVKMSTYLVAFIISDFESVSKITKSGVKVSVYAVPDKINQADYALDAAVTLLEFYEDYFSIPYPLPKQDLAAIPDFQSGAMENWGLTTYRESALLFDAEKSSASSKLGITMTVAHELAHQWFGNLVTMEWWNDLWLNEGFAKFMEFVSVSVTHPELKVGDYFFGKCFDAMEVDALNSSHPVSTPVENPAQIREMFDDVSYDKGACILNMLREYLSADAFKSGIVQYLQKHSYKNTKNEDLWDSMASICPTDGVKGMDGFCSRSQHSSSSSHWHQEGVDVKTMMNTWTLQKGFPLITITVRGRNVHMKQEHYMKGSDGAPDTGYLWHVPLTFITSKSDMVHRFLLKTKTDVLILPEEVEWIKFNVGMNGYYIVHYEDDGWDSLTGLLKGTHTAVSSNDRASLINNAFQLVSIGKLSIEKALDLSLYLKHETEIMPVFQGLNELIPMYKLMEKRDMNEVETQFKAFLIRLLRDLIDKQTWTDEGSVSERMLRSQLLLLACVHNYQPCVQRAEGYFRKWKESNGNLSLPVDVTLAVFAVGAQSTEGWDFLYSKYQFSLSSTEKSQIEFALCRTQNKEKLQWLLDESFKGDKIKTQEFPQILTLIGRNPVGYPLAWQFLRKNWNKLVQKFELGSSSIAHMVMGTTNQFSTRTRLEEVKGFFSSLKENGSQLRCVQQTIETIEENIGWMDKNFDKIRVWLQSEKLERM
# PGC1a acetyl inh: lowers PGC1a acetylation signal in U2OS cells. inhibition, % at 15.6 µM. AlphaScreen anti-acetyl-lysine; with virally co-expressed GCN5 acetyltransferase. actives 0.17% (n = 350,000);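 active = every replicate shows inhibition of at least 40%; inconclusive = mean inhibition at least 40% but some replicate below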;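 note: 0% = neutral control wells and 100% = positive control wells; some results beyond the cut were filed as inactive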
# PglD inh: PglD (C. jejuni) enzyme inhibition. AID 602405. purified PglD enzyme, DTNB colorimetric CoA detection. inhibition, % at 12.5 µM. actives 0.098% (n = 360,000); in the data active = inhibition above about 16%, passing the limit was not always enough; inconclusive = no clear call, values can overlap the other calls; note: strong numbers were not always called active
# S100A4 inh HTS: S100A4-myosin IIA interaction inhibition | P26447 | S100A4/TAMRA-MyoIIA peptide fluorescence polarization | inhibition, % at 10.7 µM | actives 0.14% (n = 360,000);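 active = mean inhibition of at least 70% across replicates, with every replicate also reaching that level; inconclusive = mean inhibition reaches 70% but some replicates fall short; inactive = mean inhibition below 70%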
# Target sequence (P26447 whole entry, looked up): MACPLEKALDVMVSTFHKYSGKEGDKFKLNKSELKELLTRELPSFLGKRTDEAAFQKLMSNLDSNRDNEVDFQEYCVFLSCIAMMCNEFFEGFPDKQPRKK
#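 Assay system: human S100A4 monomer with TAMRA-labelled myosin IIA peptide / Buffer or medium: Calcium-containing HEPES buffer, pH 7.2 / Reagent: TAMRA-labelled myosin IIA heavy-chain peptide probe, 5 nM / Compound: one dose per compound / Timing: polarization read 5 min after assay mix addition, stable 5–60 min / Benchmarks: neutral control DMSO, positive control TFP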
# LGR2 inh: blocks bursicon-induced cAMP signaling via Drosophila LGR2; inhibition, % at 9.99 µM; HEK293 LGR2, CRE-luciferase, bursicon-stimulated, 4 h; actives 0.35% (n = 380,000);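 active = drop in luminescence signal, shown as inhibition above about 50% in the replicate tests, limit read from the data, passing the limit was not always enough; inconclusive = probably only some replicates passing the limit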;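 note: agonist challenge used bursicon conditioned medium at about half maximal strength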
# FN deposit inh: fibronectin deposition inhibition. AH1F fibroblasts, Alexa488-fibronectin deposition fluorescence, overnight. inhibition, % at 12.6 µM. actives 0.086% (n = 350,000);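 active = mean inhibition across replicates of 30% or more, regardless of how many single replicates reach that level; inconclusive = mean under 30% yet at least half of replicates reach 30%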;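 note: positive control wells lacked labelled fibronectin entirely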
#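 Material: AH1F fibroblast monolayer depositing Alexa488-labelled fibronectin into matrix / Amount: 10000 AH1F cells per well / Signal: fluorescence 485/525 nm / Medium: DMEM, 2% serum / Compound: single dose, pinned / Incubation: 1 h cell adhesion before compound, then overnight fibronectin incubation / Reagent: Alexa488-FN, 24 nM final / Read-out: inhibition of fibronectin deposition signal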
# Starred values were filed as active, the others as inactive; ? = inconclusive; nt = no result given.
mol	EWS-Fli block	PAX8 reporter	ERAP1 inh	PGC1a acetyl inh	PglD inh	S100A4 inh HTS	LGR2 inh	FN deposit inh
COc1cccc(CNC(=O)CCC2CCCN(C(=O)c3cccnc3SC)C2)c1 (stereo unspecified)	-13	-3	3	6	-2	0	-10	11
CCn1c(SCC(N)=O)nnc1C(C)C	2	14	-1	?	nt	-8	2	11
O=C(C[C@@H]1C=C[C@@H](NC(=O)C2CC2)[C@@H](CO)O1)NC1CCC1	3	-13	nt	12	nt	nt	2	1
C=CS(=O)(=O)c1sc(Cl)c(N2CCOCC2)c1[N+](=O)[O-]	32	30	22	nt	nt	-3	nt	-3
CC(C)[C@H](NC(N)=O)C(=O)Nc1cccc(S(=O)(=O)N2CCOCC2)c1	-2	0	0	nt	nt	1	nt	2
CC1(C)CC(NS(=O)(=O)c2ccc(C(C)(C)C)cc2)CC(C)(C)N1	-1	20	8	nt	8	1	7	4
COc1ccc(OCC(=O)NCc2nc(-c3ccccc3)no2)cc1	8	-10	-4	4	-2	4	-25	-2
c1ccc2ncc(-n3ccnc3)cc2c1	-13	-12	7	2	0	-6	-1	-1
CC(=O)c1ccc(S(=O)(=O)NCCC(=O)NCCc2c[nH]c3ccccc23)cc1	10	20	2	15	-5	-2	-21	2
CCn1c(=O)c(C(=O)NCc2ccc(Cl)cc2)c(O)c2ccccc21	8	-25	-1	3	-2	-3	19	1
C/C(=N/NC(=O)c1cccc(N2CCCC2=O)c1)c1ccncc1	-81	-95	-2	nt	nt	7	-2	-3
CCc1cnc(N2[C@H](C#N)[C@@H](c3ccc(C4=CCCCC4)cc3)[C@@H]2CO)s1	4	-7	1	-5	0	9	-8	nt
NC(=O)C(=O)N/N=C/c1c[nH]c2ccc(Br)cc12	5	-4	4	nt	nt	1	nt	1
COc1cc(NC(=O)C2CCN(S(=O)(=O)c3ccc4c(c3)CC(C)N4C(C)=O)CC2)cc(OC)c1OC (stereo unspecified)	0	-15	-1	-11	4	2	-9	2
CCn1cc(C(=O)N[C@@H](CCSC)C(=O)NCCOC)c(=O)c2cc3c(cc21)OCO3	-27	-19	-1	nt	-5	0	8	0
CN(N)c1nc(-c2ccccc2)cc(-c2ccccc2)n1	-1	-14	5	3	-6	2	-40	0
COc1ccc(-c2ccc3c(c2)[C@@H]2[C@@H](CCN2C(=O)Cc2ccccc2)[C@@H](CO)N3C)cc1	-3	19	nt	-22	-3	nt	-11	20
CCn1c(Cc2ccccc2)nnc1SC(C)C(=O)NC1CC1 (stereo unspecified)	3	4	0	-1	-5	-2	-25	-4
COc1cc(S(=O)(=O)N2CC(=O)Nc3ccccc32)ccc1NC(C)=O	8	19	0	6	-6	0	10	-6
CC[C@@H](CCC=C(C)C)C(=O)N(Cc1ccccc1)c1ccccc1	9	-7	-1	-8	0	0	nt	10
O=C(NNC(=O)c1ccc2nonc2c1)Nc1ccc(Cl)cc1	10	2	nt	2	5	4	1	-1
COc1ccc(CN(C)C[C@@H]2Oc3ccc(NS(=O)(=O)c4ccc(C)cc4)cc3C(=O)N([C@@H](C)CO)C[C@@H]2C)cc1	-9	4	-18	-15	0	-7	6	nt
CCc1c(C)sc2nc3c(C(=O)N4CCOCC4)cc(C(=O)c4ccccc4O)cn3c(=O)c12	10	8	0	-6	2	1	-17	0
C[C@H](CO)N1C[C@H](C)[C@@H](CN(C)Cc2cccc(F)c2)Oc2ncc(C#CC(C)(C)O)cc2C1=O	-9	-2	nt	-9	nt	nt	-1	-1
N#C[C@@H]1[C@H](c2ccccc2-c2ccccc2)[C@@H](CO)N1C(=O)NC1CCCCC1	1	-4	-3	-1	nt	0	-10	-5
COc1ccc(S(=O)(=O)Nc2ccc3c(c2)C(=O)N([C@@H](C)CO)C[C@H](C)[C@@H](CN(C)C(=O)Nc2ccc(F)cc2)OCCCC[C@@H](C)O3)cc1	1	22	0	-11	5	-24	9	nt
O=C(C[C@@H]1C[C@H]2c3cc(NS(=O)(=O)c4ccccc4)ccc3O[C@H]2[C@@H](CO)O1)NC1CCCC1	-6	nt	1	-9	0	6	-13	-3
Cc1ccc(S(=O)(=O)N2C[C@H](O)COC[C@H]3O[C@H](CC(=O)N[C@H]4CCN(Cc5ccccc5)C4)CC[C@@H]32)cc1	4	13	-4	1	4	-9	7	1
C/C(=N\NC(=O)c1cccnc1)c1c(O)cc(C)oc1=O	-2	6	-3	-1	4	-3	0	-1
Cc1cc(C)cc(NC(=O)COC(=O)c2cc(C)oc2C)c1	8	-6	-1	nt	nt	-2	21	1
O=C(c1ccccn1)N1CC(=O)N2[C@H](CO)[C@H](c3ccc(C#CC4CCCC4)cc3)[C@@H]2C1	-5	3	0	-9	nt	-22	11	nt
N#Cc1cccc(NC(=O)COC(=O)c2ccc[n+]([O-])c2)c1	-5	15	1	1	8	1	0	-8
CCOc1ccccc1CNS(=O)(=O)c1cc(-c2cc(C)no2)ccc1C	nt	-3	-1	-20	0	8	14	15
O=C1c2ccccc2C(=O)N1CCOc1cccc(Br)c1	-22	-144	0	nt	4	0	-42	-3
CCOc1cc(-c2nc(-c3ccccc3)c(-c3cc([N+](=O)[O-])ccc3C)[nH]2)ccc1O	nt	29	nt	11	1	nt	nt	1
C[C@H](CO)N1C[C@H](C)[C@H](CN(C)C)Oc2ccc(NS(=O)(=O)c3ccc(F)cc3)cc2C1=O	-10	2	-4	-1	-1	-5	-8	-3
O=C(Nc1nnc(C2=COCCO2)o1)c1ccc(S(=O)(=O)N2CCCC2)cc1	5	-8	21	nt	nt	-10	3	-3
O=C(O)C[C@@H]1CC[C@H](NC(=O)Nc2cc(F)ccc2F)[C@H](CO)O1	1	-9	0	-2	-1	-2	3	nt
Cc1cccc(-c2ccc([C@@H]3[C@@H](CO)N4CCCCN(S(=O)(=O)c5cccs5)C[C@H]34)cc2)c1	7	4	1	-6	-1	-12	6	nt
COc1ccc(C(=O)NCC(C)NC(=O)c2ccc(OC)cc2)cc1 (stereo unspecified)	-5	6	nt	-2	nt	-3	2	-1
C=CCOC(=O)[C@H]1[C@@H]2C(=O)O[C@@H](c3ccccc3)[C@@H](c3ccccc3)N2[C@@H](c2ccc(OCCOC(=O)[C@H]3C[C@H]4C(=O)N[C@@H](Cc5ccccc5)C(=O)N4[C@H]3c3ccc(O)cc3)cc2)[C@]12C(=O)Nc1ccc(I)cc12	7	1	-4	nt	nt	-6	nt	nt
S=C(NC1CCCCC1)N1CCN(c2ccccn2)CC1	-5	-5	-1	nt	nt	-5	-7	-7
CC(C)CNC(=O)CSc1nnc2ccccn12	-6	1	2	nt	nt	7	nt	-4
O=C(CSc1nc2c(cnn2-c2ccc(F)cc2)c(=O)[nH]1)N1N=C(c2cccs2)CC1c1ccc(F)cc1 (stereo unspecified)	14	-32	0	21	1	14	-1	-1
CC(C)NC(=O)N(C)C[C@@H]1Oc2ncc(C#CC3CC3)cc2C(=O)N([C@@H](C)CO)C[C@H]1C	-5	-24	-1	1	3	19	-20	-18
COc1ccc(Cc2nc3ccc(C(=O)NCC4COCCO4)cc3o2)cc1 (stereo unspecified)	-16	-11	2	nt	0	?	29	-12
C[C@H]1CN([C@@H](C)CO)S(=O)(=O)c2ccc(-c3cccnc3)cc2O[C@H]1CN(C)Cc1ccccn1	-6	nt	-2	-7	-1	48	-24	-3
N#C/C(=C\c1ccc(O)c(O)c1)C(=O)Nc1ccccc1	14	-21	2	4	-2	-1	-110	1
CCC(C)Nc1nc(-c2c[nH]c3ccccc23)cs1 (stereo unspecified)	22	18	-2	nt	-5	11	-2	11
CC(C)(C)OC(=O)NCCCC[C@H](NC(=O)[C@H](Cc1c[nH]c2ccccc12)NC(=O)OCc1ccccc1)C(=O)O	1	15	-4	-8	-1	-24	-11	3
COc1cc(OC)c(S(=O)(=O)NCc2cccnc2)cc1NC(C)=O	10	-19	0	nt	5	-3	-5	-8
O=C(C[C@H]1CC[C@H]2[C@@H](COC[C@@H](O)CN2Cc2cccc(C(F)(F)F)c2)O1)NCc1ccc(Cl)cc1	1	24	2	-7	-1	-19	3	-6
Cc1ccc(OCC(=O)NCC(=O)n2nc(C)cc2C)cc1	nt	21	5	25	1	-7	-9	6
CO[C@H]1CN(C)C(=O)c2cc(NS(=O)(=O)c3cccc(Cl)c3)ccc2OC[C@@H](C)NC[C@H]1C	10	nt	0	-8	9	2	-1	0
O=C(C(=O)N1CCC(CNC(=O)c2cccs2)CC1)c1cc2ccccc2o1	5	-8	-2	nt	nt	3	7	-6
CN(C)C(=O)C[C@@H]1CC[C@@H]2[C@@H](COc3ccc(NC(=O)C4CCOCC4)cc3C(=O)N2C)O1	0	-13	1	-3	1	-14	8	0

# Next part
mol	EWS-Fli block	PAX8 reporter	ERAP1 inh	PGC1a acetyl inh	PglD inh	S100A4 inh HTS	LGR2 inh	FN deposit inh
CCN(CC)C(=O)C(=O)c1ccn(-c2c(C)csc2C(=O)OC)c1	-5	-6	-4	nt	0	-7	5	3
CCSC1=N/C(=C\c2ccc(C(=O)O)cc2)C(=O)S1	nt	-11	nt	-11	1	nt	nt	5
O=C(C[C@H]1CC[C@H](NC(=O)c2ccncc2)[C@H](CO)O1)NCC1CC1	-2	nt	-1	-1	-3	3	4	4
COc1cc(/C=N/NC(=O)c2cccc3ccccc23)cc(OC)c1OC	5	6	-1	nt	-2	-3	4	0
CCOC(=O)C1CC2=C(CCCC2=O)N(Cc2ccccc2)C1=O (stereo unspecified)	-3	13	-1	2	2	-1	3	-2
CO[C@@H]1CN(C)C(=O)c2ccc(NC(=O)c3ccno3)cc2OC[C@H](C)NC[C@H]1C	-11	nt	-8	nt	nt	-76	-1	4
CCOC(=O)/C(=N\Nc1cc(Cl)ccc1Cl)N1CCOCC1	4	11	0	nt	nt	0	-26	-8
CC(=Nc1ccccc1)C1=C(O)CCCC1=O	12	5	36*	nt	-6	-8	-7	-8
Cc1ccc2[nH]c3c(c2c1)CN(C(=O)CN1CCN(C(=O)c2ccco2)CC1)CC3	3	5	2	nt	nt	-1	9	-17
Cc1nc(SCC(=O)N(CC(C)C)C2CCS(=O)(=O)C2)c2ccccc2n1 (stereo unspecified)	4	25	-2	5	1	2	-3	-9
CC(=O)NCC(=O)NC1CCCc2c1cnn2-c1ccccc1F (stereo unspecified)	-4	-15	-1	-2	1	-7	-1	-3
C[C@H]1CN([C@@H](C)CO)C(=O)c2cc(C3=CCCC3)cnc2O[C@@H]1CN(C)Cc1ccccc1C(=O)O	-40	-24	0	2	-1	-2	5	1
CC(=O)c1ccc(S(=O)(=O)N2CCN(CC(=O)Nc3ccccc3C(=O)NC3CC3)CC2)cc1	-1	8	1	-5	6	-5	-14	3
CCN(CC)C(=O)CN(c1cccc([N+](=O)[O-])c1)S(=O)(=O)c1ccccc1	-13	-6	0	5	1	-1	14	2
Nc1ccc2oc(-c3ccc4nc[nH]c4c3)nc2c1	nt	-76	nt	-6	-1	nt	nt	-11
Cc1ccc(NC(=O)CN(C)C(=O)CCOc2ccccc2C)cc1	-4	36	-4	nt	nt	-1	nt	-3
COc1ccc2c3c([nH]c2c1)[C@@H](CO)N(Cc1ccccc1)CC31CCN(Cc2cncnc2)CC1	-3	nt	-6	8	nt	6	-5	-12
